FadD28 binding: M. tuberculosis FadD28 bisubstrate binding inhibition | FadD28 bisubstrate probe binding, fluorescence polarization | inhibition, % at 12.5 µM | actives 0.22% (n = 360,000) | AID 588549; in the data active = inhibition above about 8.5%, passing the limit was not always enough; inconclusive = no clear call, values can overlap the other calls
Mtb BioA inh: blocks M. tuberculosis BioA enzyme activity; purified M. tuberculosis BioA enzyme, plate reader; AID 602481; actives 0.096% (n = 360,000); inhibition, % at 9.99 µM; in the data active = inhibition above about 40%; inconclusive = no clear call, values can overlap the other calls
BoNT A protease: inhibitors of Botulinum neurotoxin A light chain protease; multiplex microsphere protease substrate cleavage, flow cytometry; inhibition, % at 10 µM; actives 0.17% (n = 360,000); AID 588499; in the data active = inhibition above about 30%; inconclusive = no clear call, values can overlap the other calls; note: plate controls were buffer without enzyme for full effect and enzyme alone for no effect
PrPC surface inh: cell surface PrPC inhibition, primary TR-FRET screen; P04156; TR-FRET read-out; inhibition, % at 13.8 µM; actives 0.43% (n = 370,000); AID 720596; in the data active = inhibition above about 24%; note: 0% = median of the test wells and 100% = reference compound wells
FBA Mtb inh: Mtb fructose-bisphosphate aldolase inhibition; P9WQA3; purified M. tuberculosis FBA, fluorescence read-out; inhibition, % at 1 µM; actives 2.3% (n = 360,000); AID 588726; in the data active = inhibition above about 27%;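 note: 0% = vehicle and 100% = reference inhibitor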
Target sequence (P9WQA3 whole entry, looked up): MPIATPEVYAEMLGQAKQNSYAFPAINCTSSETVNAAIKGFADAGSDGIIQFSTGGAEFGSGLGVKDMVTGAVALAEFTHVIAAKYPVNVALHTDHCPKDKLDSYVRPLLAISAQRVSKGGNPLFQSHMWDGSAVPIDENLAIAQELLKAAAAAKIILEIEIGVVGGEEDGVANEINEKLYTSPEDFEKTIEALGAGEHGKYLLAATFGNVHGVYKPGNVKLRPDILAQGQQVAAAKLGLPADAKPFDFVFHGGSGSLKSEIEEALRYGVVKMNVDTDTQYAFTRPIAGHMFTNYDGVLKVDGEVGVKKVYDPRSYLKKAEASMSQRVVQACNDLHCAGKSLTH
UGM FP inh: blocks M. tuberculosis UGM enzyme; P9WIQ1; purified UGM, fluorescence polarization probe displacement; inhibition, % at 10 µM; actives 0.06% (n = 320,000); AID 504406; in the data active = inhibition above about 10%, passing the limit was not always enough; inconclusive = no clear call, values can overlap the other calls
Target sequence (P9WIQ1 whole entry, looked up): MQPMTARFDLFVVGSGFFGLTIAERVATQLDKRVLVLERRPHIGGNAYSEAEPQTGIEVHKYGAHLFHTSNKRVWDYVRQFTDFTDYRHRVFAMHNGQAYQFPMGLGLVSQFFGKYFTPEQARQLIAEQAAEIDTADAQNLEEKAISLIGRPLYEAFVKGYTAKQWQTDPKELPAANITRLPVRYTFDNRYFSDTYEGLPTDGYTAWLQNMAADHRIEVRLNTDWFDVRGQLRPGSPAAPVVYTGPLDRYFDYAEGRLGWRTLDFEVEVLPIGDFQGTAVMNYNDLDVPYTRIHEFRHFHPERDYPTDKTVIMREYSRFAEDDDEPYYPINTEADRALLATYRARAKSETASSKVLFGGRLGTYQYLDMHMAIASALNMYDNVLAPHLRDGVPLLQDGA
BoNT F protease: inhibitors of Botulinum neurotoxin F light chain protease; Multiplex microsphere protease cleavage assay, flow cytometry; inhibition, % at 10 µM; actives 0.22% (n = 360,000); in the data active = inhibition above about 35%, passing the limit was not always enough; inconclusive = no clear call, values can overlap the other calls; note: plate controls were buffer without enzyme for full effect and enzyme alone for no effect
GDH-TPI inh: GDH-TPI coupled enzyme inhibition counter-screen | AID 588335 | actives 1.2% (n = 360,000) | inhibition, % at 4.8 µM | GDH-TPI coupled enzyme counterscreen, NADH absorbance;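 note: 0% = DMSO wells and 100% = wells lacking the enzyme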
CCHF vOTU inh: blocks the CCHF virus ovarian tumor domain protease; CCHFV vOTU protease, Pep-AMC fluorescence; actives 0.55% (n = 370,000); inhibition, % at 11.5 µM; AID 651958; note: 0% = vehicle wells with enzyme and 100% = no enzyme wells
* hit, by the source's call; ? = inconclusive; / = no result given. Cut-off read from the data, not from the text of the source, unless noted: active = inhibition above about 30%; inactive = the rest.

SMILES	FadD28 binding	Mtb BioA inh	BoNT A protease	PrPC surface inh	FBA Mtb inh	UGM FP inh	BoNT F protease	GDH-TPI inh	CCHF vOTU inh
C=CCC(CC=C)(NC(=O)c1ccccc1)c1ccccc1	1.3	-0.7	-0.3	-2	1	-1.0	0	4	0
CCc1ccc(NC(=O)C2CCCN(S(C)(=O)=O)C2)cc1 (stereo not drawn)	0.7	/	-2.2	5	-2	1.4	-8	-3	3
O=C1C(=O)N(c2ccccn2)C(c2cccc(F)c2)/C1=C(/O)c1ccccc1 (stereo not drawn)	1.1	-2.7	2.7	/	1	1.1	8	-4	/
COc1cc2c(cc1OC)C(C)N(S(=O)(=O)c1ccc(Cl)nc1)CC2 (stereo not drawn)	-0.1	2.5	-2.8	-7	0	1.4	-6	10	9
C[C@]12c3[nH]c4ccccc4c3CCN1C(=O)C(CC(=O)NCCc1ccccn1)C[C@@H]2C(=O)N1CCOCC1 (stereo partly drawn)	-2.5	-1.6	0.1	6	0	-0.4	-2	7	14
CC(C)OC(=O)CSc1nc(Cc2ccccc2)nc2ccccc12	1.5	/	0.4	60*	0	1.1	0	0	16
COCOCCn1cc(CN2CCS(=O)(=O)N(Cc3ccc(-c4ccc(OC)cc4)cc3)C(C)C2=O)nn1 (stereo not drawn)	-4.0	/	-0.7	2	1	/	5	-19	4
O=c1[nH]c(=S)n(-c2ccc(Br)cc2)c(O)c1C=Nc1ccc(N2CCOCC2)cc1	-2.4	0.4	1.1	-1	-3	-0.6	2	16	0
O=C(CCNC(=O)c1ccc(Br)o1)NC1CCCC1	-0.5	0.1	?	-1	1	1.7	0	6	-13
O=C(Oc1ccc(Cl)c2cccnc12)C12CC3CC(CC(C3)C1)C2	-1.4	/	0.3	-1	-3	3.1	0	17	-13
COc1ccc(CNC(=O)CS(=O)Cc2nc(-c3ccc(OC)c(OC)c3)oc2C)cc1 (stereo not drawn)	-0.3	1.6	-1.8	-1	1	-2.4	-7	0	-9
COc1cccc(CNC(=O)N2CCN(S(=O)(=O)c3ccc(Cl)cc3)CC2)c1	-2.2	4.9	1.3	-4	-1	-1.6	-1	-2	-4
Cc1ccc(S(=O)(=O)NC(C)C(=O)NCc2ccc(Cl)cc2)cc1 (stereo not drawn)	-0.3	-0.9	/	8	0	-0.5	/	6	-12
CCCC(=O)N1CCC1(C)C(=O)Nc1cc(-c2ccccc2)nn1C (stereo not drawn)	-3.3	-1.1	-0.2	0	-2	/	0	3	3
Cc1cc(NC(=O)CN2CCCCC2)n(-c2ccccc2)n1	-1.5	1.0	/	1	1	4.5	/	-2	-4
CCOC(=O)/C(=N\Nc1ccccc1[N+](=O)[O-])c1csc(Nc2ccccc2)n1	-1.1	-0.3	-1.1	-2	0	-1.5	-14	13	-12
COC(=O)Cn1nc(-c2ccccc2)c2ccccc2c1=O	-5.6	/	-0.2	-7	-2	-2.1	-3	6	6
CN1CCN(c2cccc3c2S(=O)(=O)N[C@@H](Cc2ccccc2)CO3)CC1	/	/	0.4	-9	/	/	-10	/	3
CN(C)CC(O)COc1cc2ccccc2cc1C(=O)N1CCCCC1 (stereo not drawn)	-4.5	-2.2	-1.0	-5	0	-2.8	-1	0	4
CC1CCCCC1NC(=O)COc1ccc(-n2cnnn2)cc1 (stereo not drawn)	-3.0	0.5	2.1	8	2	1.3	0	13	1

Copied from the list:
Cc1cc(NC(=O)CN2CCCCC2)n(-c2ccccc2)n1 in PrPC surface inh has 1
COc1cc2c(cc1OC)C(C)N(S(=O)(=O)c1ccc(Cl)nc1)CC2 (stereo not drawn) in BoNT F protease has -6

(list continues)
SMILES	FadD28 binding	Mtb BioA inh	BoNT A protease	PrPC surface inh	FBA Mtb inh	UGM FP inh	BoNT F protease	GDH-TPI inh	CCHF vOTU inh
CCOc1ccc(NC(=O)CN(C)C(=O)c2cc3c(s2)CCC(C)C3)cc1OCC (stereo not drawn)	0.4	-0.4	2.4	-1	0	-0.7	4	7	24
O=C(COc1ccccc1[N+](=O)[O-])NCCCN1CCCC1=O	-0.9	0.0	0.3	4	1	2.3	0	10	1
CSc1ccccc1NC(=O)Cn1nc([N+](=O)[O-])cc1C	-1.1	/	0.5	-1	5	0.9	-2	-1	-1
COc1ccccc1/C=C/C1NC(=O)NC(C)=C1C(=O)OC(C)C (stereo not drawn)	0.1	-4.4	-0.7	-11	-3	0.8	0	-1	10
CCCn1c(N)c(N(CCOC)C(=O)c2cc(S(=O)(=O)N3CCCCCC3)ccc2OC)c(=O)[nH]c1=O	-2.2	-0.2	-1.9	4	1	-2.4	8	9	-13
Cc1ccc(CNC(=O)CS(=O)Cc2nc(-c3ccccc3Cl)oc2C)cc1 (stereo not drawn)	-0.2	4.3	0.9	8	1	0.4	4	6	-4
CCNC(=O)CCn1nc(-c2ccc(C)cc2)c2ccccc2c1=O	0.9	1.9	2.3	7	3	0.5	16	1	4
CCOC(=O)c1sc(NS(=O)(=O)c2ccc(NC(C)=O)cc2)nc1C	0.5	0.7	1.5	4	6	4.4	-6	15	7
CN(C)c1ccc(CC(=O)N2CCCCC2c2cc(C(=O)Nc3ccccc3)no2)cc1 (stereo not drawn)	-1.5	-1.3	0.0	9	-1	/	-5	-1	6
O=C(Cn1cnc2c(nnn2Cc2ccccc2)c1=O)Nc1ccc2c(c1)OCCO2	/	-1.1	0.2	-2	-1	-3.0	2	-2	6
CC1CC(CCN)(c2ccccc2)C(C)CN1C (stereo not drawn)	-1.4	/	?	-11	-1	1.2	/	8	0
COc1ccc(CCNC(=O)Cn2cc(C(F)(F)F)cc(Cl)c2=O)cc1	-1.1	/	-0.5	2	0	-0.9	-2	-9	-13
CC(=O)Nc1cccc(C(=O)OCC(=O)NC(=O)NC2CCCC2)c1	-0.1	8.2	0.0	1	4	/	6	8	9
FC(F)(F)c1cccc(NC2=NCCS2)c1	-1.2	/	-0.3	6	-2	/	-6	11	-7
Nc1nncn1C(=O)CCc1ccccc1	-0.1	-3.3	?	-3	-2	-0.3	-4	1	23
O=C(Nc1ccccc1NS(=O)(=O)c1ccc(F)cc1)C1CCCC1	0.8	/	-0.5	-6	2	-3.2	-12	-2	10
Cc1ccc(O)c(C(=O)c2cnc3c(c2)c(C)nn3-c2ccccc2)c1	-2.2	/	0.0	2	3	0.7	-1	7	-1
O=C(c1cn(-c2ccccc2)nc1-c1ccc(F)cc1)N1CCOCC1	0.1	-1.3	-0.9	0	0	2.1	-10	-5	5
O=C(N[C@H]1CCC(=O)N([C@H](CSc2ccc(Br)cc2)Cc2ccccc2)CC1)OCc1ccccc1	-2.9	-0.6	-0.1	1	2	-3.9	-9	15	5
COC(=O)[C@@]1(C)[C@H]2C(=O)N(Cc3ccccc3)C(=O)[C@H]2[C@H]2CN=C(SCc3ccc(Cl)cc3)N21	-4.2	1.4	0.4	-3	1	/	-1	8	8
COc1ccc2c(c1)SCC(=O)N2C	-0.8	0.0	-4.8	-2	2	-1.0	-2	-18	14
CC12CC3(C)CC(C)(C1)CC(C(=O)NC(=S)N1CCCC1)(C2)C3	0.4	-0.5	-1.5	0	2	2.1	-4	-5	5
O=C(O)C1Nc2c(C(=O)N3CCOCC3)cccc2C2C=CCC12 (stereo not drawn)	2.7	/	-0.9	/	-4	2.8	-31	9	/
O=C(CN1CCCCC1)N1CCCc2c1c(=O)oc1ccc(OCc3ccccc3)cc21	-4.9	/	-0.5	-10	9	-1.2	-9	17	0
COc1ccccc1C(=O)Nn1c(-c2cccs2)nc2ccccc2c1=O	-0.9	/	-0.3	7	0	-7.6	6	18	-5
CC(C)CNC(=O)C1(C)CCCN1C(=O)CSc1ccccc1 (stereo not drawn)	-4.6	-0.7	-0.2	3	-1	/	4	0	-3
COc1ccccc1Nc1nc(N)nc(CN2CCCCC2)n1	-3.4	-0.6	-0.3	-8	-3	-3.8	-3	-6	14
O=C(NC1CCCCC1)C(c1ccco1)N(C(=O)c1csnn1)C1CCCC1 (stereo not drawn)	-4.7	-0.5	0.7	7	2	-1.9	4	-4	-6
CCCN1CCC(=O)N(CCN=[N+]=[N-])CC1	0.7	-2.6	-0.5	1	3	3.0	-8	9	-7
COc1ccc(C2(C(=O)NCCN3CCOCC3)CCOCC2)cc1	0.4	/	-0.6	-1	1	-2.6	-1	6	-11
Cn1c(=O)c2c(nc(SCc3cccnc3)n2Cc2ccccc2)n(C)c1=O	-4.0	1.9	1.0	6	-2	-0.5	10	3	22
CCN(CC)S(=O)(=O)c1ccc(C(=O)OCC(=O)c2ccc3c(c2)NC(=O)CO3)cc1	-0.5	/	0.2	7	-1	2.6	-3	-2	7
Cc1ccc([C@H]2C[C@H](n3cc(C4CC4)nn3)[C@@H](O)CN2Cc2cccs2)cc1	-0.3	-3.5	0.4	8	2	/	5	11	18
[O-][n+]1c2ccc3nonc3c2nn1-c1ccccc1Cl	-1.5	-0.1	-0.4	-36	6	0.0	4	8	4
COc1ccccc1N(CC(=O)NCCN1CCOCC1)S(=O)(=O)c1ccc(C)cc1	-0.2	-1.8	4.5	-1	-1	-0.6	12	3	-1
Cn1nc(C(C)(C)C)cc1NC(=O)C1(C)CCN1C(=O)C1(c2ccccc2)CCCC1 (stereo not drawn)	-1.3	1.7	0.0	-3	-3	/	-1	8	4
O=C(NCN1C(=O)C2C3C=CC(C3)C2C1=O)Nc1ccccn1 (stereo not drawn)	0.4	-3.3	-0.1	-3	-1	0.2	-1	0	-6
COc1cccc(CN2CC(C(=O)N(C)CCc3ccccc3)CCC2=O)c1 (stereo not drawn)	-4.2	0.0	0.6	4	-6	0.6	1	-11	-5
O=C(CCCN1C(=O)/C(=C/c2cccs2)SC1=S)NNC(=O)c1ccccc1O	-3.6	-1.6	0.4	-5	0	2.3	0	14	-14
Cc1ccccc1NS(=O)(=O)c1ccc(C(=O)N2CCN(c3ccccc3O)CC2)cc1	-1.2	36	3.4	7	3	-2.7	-3	-6	0

Record cards, from the list above. Order of values: FadD28 binding, Mtb BioA inh, BoNT A protease, PrPC surface inh, FBA Mtb inh, UGM FP inh, BoNT F protease, GDH-TPI inh, CCHF vOTU inh
`O=c1[nH]c(=S)n(-c2ccc(Br)cc2)c(O)c1C=Nc1ccc(N2CCOCC2)cc1` is listed as -2.4, 0.4, 1.1, -1, -3, -0.6, 2, 16, 0
`COc1ccc(C2(C(=O)NCCN3CCOCC3)CCOCC2)cc1` is listed as 0.4, /, -0.6, -1, 1, -2.6, -1, 6, -11

Following part
SMILES	FadD28 binding	Mtb BioA inh	BoNT A protease	PrPC surface inh	FBA Mtb inh	UGM FP inh	BoNT F protease	GDH-TPI inh	CCHF vOTU inh
[N-]=[N+]=NCC/C=C\C1NS(=O)(=O)OCC1O (stereo not drawn)	-0.5	-2.2	-0.4	2	1	0.8	-14	6	5
CCOc1cc(/C=N/NC(=O)c2cccc(S(=O)(=O)N3CCOCC3)c2)ccc1OCC(=O)N(C)C	-2.6	0.6	1.3	-1	-2	0.5	6	27	6
Cc1ccc(NC(=O)CN2C(=O)NC(C)(c3ccccc3)C2=O)c(C)c1 (stereo not drawn)	/	-0.3	-2.3	-1	1	-0.2	-12	2	9
c1cc(-c2ccc(N3CCOCC3)cc2)n2cnnc2c1	-3.9	13	-0.3	-30	92*	/	-6	18	-82
CS(=O)(=O)c1ccc(C(=O)OC2CCOC2=O)cc1[N+](=O)[O-] (stereo not drawn)	-5.5	0.8	-1.1	-12	-1	0.0	3	-2	4
Cn1c(=O)[nH]c(=O)c2c1nc(Br)n2CC(O)COc1ccccc1 (stereo not drawn)	2.2	-0.5	-0.9	7	5	0.4	-8	0	-11
C/C(=C\c1ccccc1)C(=O)c1c(C)cc(C)[nH]c1=O	-3.0	/	-1.2	-5	2	-2.4	-9	0	0
Cc1cc(NC(=O)CCC(=O)N(CC(=O)NC2CCCC2)Cc2ccccc2Cl)no1	-1.8	-2.9	-0.5	3	-3	-2.9	14	2	2

Results in BoNT A protease (2 entries from above):
Structure | BoNT A protease
Cc1ccc(NC(=O)CN2C(=O)NC(C)(c3ccccc3)C2=O)c(C)c1 (stereo not drawn) | -2.3
c1cc(-c2ccc(N3CCOCC3)cc2)n2cnnc2c1 | -0.3

Compound activity deposited in PubChem BioAssay by several laboratories.
